# Mtb BioA inh: inhibitors of Mycobacterium tuberculosis BioA enzyme; purified M. tuberculosis BioA enzyme, plate reader; inhibition, % at 9.99 µM; 360,000 tested, 0.096% active; AID 602481; in the data active = inhibition above about 40%
# Numbers without * were called inactive. Not all compounds are listed; count on the stated rates, not on these rows.
structure | Mtb BioA inh
C/C=C/c1ccc2c(c1)O[C@@H](CN(C)C(=O)NC1CCCCC1)[C@@H](C)CN([C@H](C)CO)S2(=O)=O | 0.5
OC[C@H]1[C@@H](c2ccc(C#CC3CCCC3)cc2)[C@H]2CN(CCC(F)(F)F)CCCCN21 | -1.3
C[C@H](CO)N1C[C@H](C)[C@H](CN(C)S(=O)(=O)c2cccs2)Oc2c(NS(C)(=O)=O)cccc2C1=O | -0.8
C[C@H](CO)N1C[C@H](C)[C@@H](CN(C)C(=O)Nc2ccc(C(F)(F)F)cc2)Oc2ncc(C3=CCCC3)cc2C1=O | 0.4
CO[C@@H]1CN(C)C(=O)c2cc(NC(C)=O)ccc2OC[C@H](C)N(CCC(F)(F)F)C[C@H]1C | 0.4
O=C(C[C@H]1C[C@H]2c3cc(NC(=O)c4cccnc4)ccc3O[C@H]2[C@H](CO)O1)NCc1ccncc1 | 13
C[C@H]1CN([C@@H](C)CO)C(=O)c2cc(-c3ccccc3)cnc2O[C@H]1CN(C)C | -1.7
Cc1noc(C)c1S(=O)(=O)Nc1ccc2c(c1)CC(=O)N([C@H](C)CO)C[C@H](C)[C@@H](CN(C)C(=O)Nc1ccc(C(F)(F)F)cc1)O2 | -1.3
CO[C@@H]1CN(C)C(=O)c2cc(NC(=O)c3ccc4c(c3)OCO4)ccc2OC[C@H](C)N(CCC(F)(F)F)C[C@@H]1C | 0.0
Cc1noc(C)c1S(=O)(=O)Nc1ccc2c(c1)C(=O)N([C@@H](C)CO)C[C@@H](C)[C@@H](CN(C)C(=O)Nc1ccc(C(F)(F)F)cc1)O2 | -0.7
COc1ccc(NC(=O)Nc2ccc3c(c2)CC(=O)N([C@@H](C)CO)C[C@@H](C)[C@H](CN(C)C(=O)Nc2cccc4ccccc24)O3)cc1 | -0.7
CNC[C@H]1Oc2ccc(NS(=O)(=O)c3ccccc3)cc2C(=O)N([C@H](C)CO)C[C@@H]1C | -0.7
O=C(C[C@@H]1C[C@@H]2c3cc(NC(=O)C4CCC4)ccc3O[C@@H]2[C@H](CO)O1)NCc1cc(F)ccc1F | -3.9
COc1ccc(NC(=O)N(C)C[C@@H]2OCCCC[C@@H](C)Oc3ccc(NS(C)(=O)=O)cc3C(=O)N([C@H](C)CO)C[C@H]2C)cc1 | -1.3
CCCNC(=O)C[C@@H]1C[C@H]2c3cc(NC(=O)C4CCOCC4)ccc3O[C@H]2[C@H](CO)O1 | -0.3
Cc1noc(C)c1S(=O)(=O)Nc1ccc2c(c1)CC(=O)N([C@@H](C)CO)C[C@H](C)[C@H](CN(C)C(=O)Nc1ccc(F)cc1)O2 | 0.2
CCCNC(=O)Nc1ccc2c(c1)C(=O)N(C)C[C@H](OC)[C@H](C)CN(C(=O)C1CCCCC1)[C@@H](C)CO2 | -1.3
COc1ccc(NC(=O)Nc2ccc3c(c2)CC(=O)N([C@H](C)CO)C[C@H](C)[C@@H](CN(C)C(=O)Nc2cccc4ccccc24)O3)cc1 | -0.6
COc1ccc(S(=O)(=O)N(C)C[C@H]2Oc3ccc(NC(=O)Cc4cn(C)c5ccccc45)cc3C(=O)N([C@@H](C)CO)C[C@H]2C)cc1 | -2.3
CC(C)c1cn(CC[C@@H]2CC[C@@H](NC(=O)Nc3cc(Cl)cc(Cl)c3)[C@H](CO)O2)nn1 | -0.2
CO[C@H]1CN(C)C(=O)c2cc(NC(=O)C3CC3)ccc2OC[C@H](C)N(Cc2cccc(F)c2)C[C@@H]1C | 1.7
O=C(N[C@@H]1CC[C@@H](CCNS(=O)(=O)c2cccc(Cl)c2)O[C@H]1CO)c1ccncc1 | -1.1
CO[C@@H]1CN(C)C(=O)c2ccc(NC(=O)CN(C)C)cc2OC[C@@H](C)N(C(=O)C2CCOCC2)C[C@H]1C | -4.8
CO[C@@H]1CN(C)C(=O)c2cc(NS(=O)(=O)c3cccc(F)c3)ccc2OC[C@H](C)N(Cc2cc(F)ccc2F)C[C@H]1C | -1.7
Cc1ccccc1S(=O)(=O)N1CCCCN2[C@@H](CO)[C@H](c3ccc(-c4cncnc4)cc3)[C@@H]2C1 | -1.4
O=C(C[C@H]1C[C@@H]2c3cc(NC(=O)Nc4ccccc4F)ccc3O[C@@H]2[C@H](CO)O1)NCc1ccncc1 | -0.5
COc1ccc(NC(=O)N[C@@H]2CC[C@@H](CC(=O)NC3CCCCC3)O[C@@H]2CO)cc1 | -2.3
O=C(N[C@@H]1CC[C@H](CCNC(=O)C2CCCCC2)O[C@H]1CO)c1ccncc1 | -4.8
CNC(=O)C[C@H]1CC[C@H]2[C@H](COc3ccc(NC(=O)NC(C)C)cc3C(=O)N2C)O1 | 3.4
O=C(O)[C@H]1[C@H](CO)[C@H]2Cn3c(ccc(-c4ccccc4F)c3=O)[C@@H]1N2C(=O)Nc1ccccc1 | -0.3
CCC(=O)N(C)C[C@@H]1Oc2cc(C#C[C@@H](C)O)ccc2S(=O)(=O)N([C@@H](C)CO)C[C@@H]1C | -1.5
C[C@@H]1CN([C@H](C)CO)C(=O)Cc2cc(NS(=O)(=O)c3cccs3)ccc2O[C@H]1CN(C)Cc1ccc(-c2ccccc2)cc1 | -0.5
CCCN(C)C[C@H]1Oc2ncc(-c3cccc(C(=O)N(C)C)c3)cc2C(=O)N([C@@H](C)CO)C[C@@H]1C | -0.1
COc1ccccc1S(=O)(=O)N(C)C[C@@H]1Oc2cc(/C=C/c3ccccc3)ccc2S(=O)(=O)N([C@H](C)CO)C[C@H]1C | -0.3
C[C@@H](NC(=O)C[C@@H]1CC[C@H]2[C@H](COc3ccc(NC(=O)C4CCOCC4)cc3C(=O)N2C)O1)c1ccccc1 | 8.0
C[C@H](CO)N1C[C@H](C)[C@@H](CN(C)S(=O)(=O)c2cccs2)Oc2ccc(N(C)C)cc2C1=O | 2.0
C[C@H](CO)N1C[C@H](C)[C@H](CN(C)Cc2ccc(F)cc2)Oc2ncc(-c3ccccc3)cc2C1=O | 2.6
CCc1cnc(N2[C@H](C#N)[C@H](c3ccccc3)[C@H]2CO)s1 | -0.1
CO[C@@H]1CN(C)C(=O)c2ccc(NS(C)(=O)=O)cc2OC[C@@H](C)N(C(=O)C2CC2)C[C@@H]1C | 19
COc1ccccc1-c1cn(CC[C@H]2CC[C@@H](NC(=O)c3ccccc3F)[C@H](CO)O2)nn1 | 1.4
CO[C@H]1CN(C)C(=O)c2cc(NC(=O)NC3CCCCC3)ccc2OC[C@H](C)N(C)C[C@H]1C | 0.4
CO[C@H]1CN(C)C(=O)c2cc(NC(C)=O)ccc2OC[C@H](C)N(S(=O)(=O)c2cn(C)cn2)C[C@@H]1C | -0.8
C[C@@H]1CCCCO[C@H](CN(C)Cc2ccc3c(c2)OCO3)[C@H](C)CN([C@H](C)CO)C(=O)c2cc(NC(=O)c3ccncc3)ccc2O1 | 0.8
C[C@H]1CN([C@@H](C)CO)C(=O)c2cccc(NC(=O)c3cnccn3)c2O[C@@H]1CN(C)Cc1ccncc1 | 3.4
CC(=O)NC[C@H]1[C@H](c2ccc(C3=CCCC3)cc2)[C@H](CO)N1C(=O)NC(C)C | -2.8
COc1ccc(NC(=O)N(C)C[C@@H]2Oc3c(NC(=O)Nc4ccc(C(F)(F)F)cc4)cccc3C(=O)N([C@@H](C)CO)C[C@@H]2C)cc1 | -4.2
NC(=O)[C@@H]1[C@H]2C(=O)O[C@H](c3ccccc3)[C@H](c3ccccc3)N2[C@H](c2ccc(OCCO)cc2)[C@@]12C(=O)Nc1ccc(C#CC3=CCCCC3)cc12 | -0.1
C[C@@H]1CN([C@H](C)CO)C(=O)c2cc(NC(=O)Nc3ccc(F)cc3)ccc2O[C@H]1CN(C)S(C)(=O)=O | 1.8
CC(=O)Nc1ccc2c(c1)C(=O)N(C)[C@@H]1CC[C@H](CC(=O)NCC3CCCCC3)O[C@H]1CO2 | -0.8
O=C(C[C@@H]1C[C@H]2c3cc(NS(=O)(=O)c4ccc(F)cc4)ccc3O[C@H]2[C@@H](CO)O1)NCc1ccncc1 | -0.2
CCNC(=O)C[C@H]1CC[C@H]2[C@@H](COc3ccc(NC(=O)c4cc(C)on4)cc3C(=O)N2C)O1 | 0.2
Cc1nc(N2[C@@H](C#N)[C@@H](c3ccccc3)[C@@H]2CO)sc1C | -1.0
N#C[C@@H]1[C@@H](c2ccc(-c3ccc(F)cc3)cc2)[C@@H](CO)N1c1nc(-c2ccccc2)cs1 | -3.3
COC(=O)[C@@H]1[C@@H](CO)[C@@H]2Cn3c(ccc(-c4ccc(F)cc4)c3=O)[C@@H]2N1C(=O)C1CCC1 | -1.0
CCNC(=O)Nc1ccc2c(c1)C(=O)N(C)[C@H]1CC[C@@H](CC(=O)N[C@@H](C)c3ccccc3)O[C@H]1CO2 | -0.5
CC(C)NC(=O)Nc1ccc2c(c1)C(=O)N([C@H](C)CO)C[C@@H](C)[C@@H](CN(C)C(=O)NC(C)C)OCCCC[C@H](C)O2 | -0.9

# (more compounds)
structure | Mtb BioA inh
C[C@H](CO)N1C[C@H](C)[C@@H](CN(C)Cc2cccnc2)Oc2cc(C#CC3CC3)ccc2S1(=O)=O | 11
C[C@@H]1CN([C@H](C)CO)C(=O)c2cc(C#CC3CC3)cnc2O[C@@H]1CN(C)Cc1ccccc1C(=O)O | 3.3
C[C@@H]1CN([C@@H](C)CO)C(=O)c2cc(NS(=O)(=O)c3cccs3)ccc2O[C@@H](C)CCCCO[C@@H]1CN(C)C(=O)CCCN(C)C | 3.1
COc1ccc(S(=O)(=O)N[C@@H]2C=C[C@@H](CC(=O)N3CCN(c4ccccc4)CC3)O[C@@H]2CO)cc1 | 0.7
C[C@H]1CN([C@@H](C)CO)C(=O)Cc2cc(NC(=O)c3ccncc3)ccc2O[C@H]1CN(C)C(=O)Nc1ccccc1 | -4.9
O=C(Nc1ccccc1)N1C[C@H]2[C@@H](c3ccccc31)[C@H](CO)N2C(=O)c1ccccc1F | 1.7
C[C@@H]1CN([C@@H](C)CO)C(=O)c2cccc(NC(=O)c3nc4ccccc4s3)c2O[C@H]1CN(C)C(=O)Nc1ccc(C(F)(F)F)cc1 | -0.4
CN(C)CCCNC(=O)C[C@H]1CC[C@@H]2[C@H](COC[C@@H](O)CN2CC2CCCC2)O1 | -0.9

# Quoted from the listing.
# Reading of C[C@@H]1CCCCO[C@H](CN(C)Cc2ccc3c(c2)OCO3)[C@H](C)CN([C@H](C)CO)C(=O)c2cc(NC(=O)c3ccncc3)ccc2O1 in Mtb BioA inh: 0.8
# Reading of NC(=O)[C@@H]1[C@H]2C(=O)O[C@H](c3ccccc3)[C@H](c3ccccc3)N2[C@H](c2ccc(OCCO)cc2)[C@@]12C(=O)Nc1ccc(C#CC3=CCCCC3)cc12 in Mtb BioA inh: -0.1
# Reading of C[C@@H]1CN([C@H](C)CO)C(=O)Cc2cc(NS(=O)(=O)c3cccs3)ccc2O[C@H]1CN(C)Cc1ccc(-c2ccccc2)cc1 in Mtb BioA inh: -0.5
# Reading of C[C@H](CO)N1C[C@H](C)[C@@H](CN(C)C(=O)Nc2ccc(C(F)(F)F)cc2)Oc2ncc(C3=CCCC3)cc2C1=O in Mtb BioA inh: 0.4
# Reading of CCNC(=O)C[C@H]1CC[C@H]2[C@@H](COc3ccc(NC(=O)c4cc(C)on4)cc3C(=O)N2C)O1 in Mtb BioA inh: 0.2

# Gathered by group, the entries above with a cyano group.
structure | Mtb BioA inh
CCc1cnc(N2[C@H](C#N)[C@H](c3ccccc3)[C@H]2CO)s1 | -0.1
Cc1nc(N2[C@@H](C#N)[C@@H](c3ccccc3)[C@@H]2CO)sc1C | -1.0
N#C[C@@H]1[C@@H](c2ccc(-c3ccc(F)cc3)cc2)[C@@H](CO)N1c1nc(-c2ccccc2)cs1 | -3.3

# (listing goes on)
structure | Mtb BioA inh
O=S(=O)(N[C@@H]1CC[C@H](CCn2cc(-c3cccc(F)c3)nn2)O[C@@H]1CO)c1ccc(Cl)cc1 | 7.0
N#C[C@H]1[C@@H](c2ccc(-c3cccc(F)c3)cc2)[C@H](CO)N1C(=O)CN1CCOCC1 | -0.3
C[C@H](NC(=O)[C@H]1[C@H](CO)[C@H]2Cn3c(ccc(C4=CCCC4)c3=O)[C@H]2N1C)c1ccccc1 | -1.7
CC(C)(C)[S@@](=O)N1Cc2cc(C(=O)NCc3ccccc3F)nc(-c3cccc(-c4ccncc4)c3)c2[C@H]1CCO | 0.1
CC=Cc1ccc2n(c1=O)C[C@@H]1[C@@H](CO)[C@H](C(=O)NCc3cccc(OC)c3)N[C@H]21 (mixture of isomers) | -2.6
C[C@@H]1CN([C@H](C)CO)C(=O)c2cc(NC(=O)Cc3cn(C)c4ccccc34)ccc2O[C@H]1CN(C)C(=O)Nc1ccc(F)cc1 | -1.7
COCCNC(=O)C[C@H]1C=C[C@H](NC(=O)NC2CCCCC2)[C@H](CO)O1 | -0.8
O=C(Cc1cccnc1)N[C@@H]1CC[C@H](CCNS(=O)(=O)c2ccccc2Cl)O[C@@H]1CO | -8.1

# The final 2 compounds of the section before open the next one.
structure | Mtb BioA inh
COCCNC(=O)C[C@H]1C=C[C@H](NC(=O)NC2CCCCC2)[C@H](CO)O1 | -0.8
O=C(Cc1cccnc1)N[C@@H]1CC[C@H](CCNS(=O)(=O)c2ccccc2Cl)O[C@@H]1CO | -8.1
COc1ccc(S(=O)(=O)N(C)C[C@H]2OCCCC[C@H](C)Oc3ccc(NC(=O)Cc4ccccc4)cc3C(=O)N([C@H](C)CO)C[C@@H]2C)cc1 | -2.4
O=C(C[C@@H]1CC[C@H]2[C@@H](COC[C@@H](O)CN2S(=O)(=O)c2ccccc2)O1)NCCN1CCCCC1 | 1.0
COc1ccc(S(=O)(=O)N2CC[C@@H]3[C@H]2c2cc(C#Cc4cccnc4)ccc2N[C@@H]3CO)cc1 | 3.0
COc1ccccc1CNC(=O)C[C@H]1CC[C@@H](NC(=O)CC2CC2)[C@@H](CO)O1 | 1.9
CO[C@H]1CN(C)C(=O)c2cc(NS(=O)(=O)c3ccccc3)ccc2OC[C@H](C)N(Cc2cccnc2)C[C@H]1C | -2.4
CCCNC(=O)C[C@@H]1CC[C@@H]2[C@H](COc3ccc(NC(=O)C4CCCC4)cc3C(=O)N2C)O1 | -1.1
COc1ccccc1-c1ccc([C@@H]2[C@@H](C#N)N(C(=O)C3CCC3)[C@@H]2CO)cc1 | -1.5
CCCN1C[C@@H](C)[C@H](OC)CN(C)C(=O)c2cc(NC(=O)C3CC3)ccc2OC[C@@H]1C | 0.7
C[C@H](CO)N1C[C@H](C)[C@H](CN(C)S(C)(=O)=O)Oc2ccc(NC(=O)CCN3CCOCC3)cc2C1=O | -1.9

# From PubChem BioAssay
